GPR151 ag: activators of human GPR151; Q8TDV0; PathHunter beta-arrestin GPR151 cells, luminescence; activation, % at 11.2 µM; hit rate 1% among 650,000; AID 1508602; in the data active = activation above about 4.9%;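 note: 0% = median of compound wells and 100% = cells with positive control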
Target sequence (Q8TDV0 whole entry, looked up): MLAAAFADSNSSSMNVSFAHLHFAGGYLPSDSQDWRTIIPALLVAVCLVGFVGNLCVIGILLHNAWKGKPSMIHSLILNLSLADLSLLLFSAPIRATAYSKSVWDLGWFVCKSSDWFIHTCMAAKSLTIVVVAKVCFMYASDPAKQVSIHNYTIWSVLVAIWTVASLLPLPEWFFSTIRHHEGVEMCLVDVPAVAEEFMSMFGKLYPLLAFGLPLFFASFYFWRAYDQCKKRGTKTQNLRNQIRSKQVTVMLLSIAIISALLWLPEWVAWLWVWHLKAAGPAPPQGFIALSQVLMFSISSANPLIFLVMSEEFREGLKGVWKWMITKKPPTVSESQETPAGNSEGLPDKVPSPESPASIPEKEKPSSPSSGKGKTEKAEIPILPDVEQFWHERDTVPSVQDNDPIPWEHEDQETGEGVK
MITF primary: inhibitors of human MITF | inhibition, % at 2.6 µM | O75030 | AlphaScreen MITF homodimerization, bead proximity signal | hit rate 0.91% among 650,000; in the data active = inhibition above about 50%;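 note: 0% = vehicle wells with protein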
Target sequence (O75030 whole entry, looked up): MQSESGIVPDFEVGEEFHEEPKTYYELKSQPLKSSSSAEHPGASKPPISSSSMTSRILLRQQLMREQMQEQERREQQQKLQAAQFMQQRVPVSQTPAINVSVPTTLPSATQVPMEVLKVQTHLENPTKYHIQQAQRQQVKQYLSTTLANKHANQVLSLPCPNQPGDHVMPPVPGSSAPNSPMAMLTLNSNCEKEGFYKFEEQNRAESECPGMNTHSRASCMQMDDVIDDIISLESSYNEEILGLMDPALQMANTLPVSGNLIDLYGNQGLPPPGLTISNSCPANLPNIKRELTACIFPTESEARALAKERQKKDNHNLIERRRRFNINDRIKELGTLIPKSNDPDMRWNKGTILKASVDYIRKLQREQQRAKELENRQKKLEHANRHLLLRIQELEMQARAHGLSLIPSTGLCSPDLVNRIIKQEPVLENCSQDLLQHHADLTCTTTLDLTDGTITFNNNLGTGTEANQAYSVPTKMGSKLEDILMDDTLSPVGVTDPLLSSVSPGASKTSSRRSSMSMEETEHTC
TEAD-YAP inh: TEAD-YAP interaction inhibition; HEK-TIYL cells, TEAD-Gal4/YAP UAS-luciferase luminescence; inhibition, % at 9.12 µM; hit rate 1.4% among 640,000; AID 1259422; in the data active = inhibition above about 32%;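 note: 0% = median of test compound wells and 100% = reference inhibitor wells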
FBW7 act: activators of human E3 ligase FBW7; Q969H0; AlphaScreen FBW7–phospho-cyclin E peptide binding, activator screen; AID 1259310; normalized activity (activation), % at 26.1 µM; hit rate 0.13% among 650,000; in the data active = normalized activity above about 1.9%;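 note: purified mutant Fbw7 with reduced substrate affinity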
* = called active by the depositor. Outcome played no part in choosing rows; about 3.4% have a hit in one of these screens.

cpd | canonical_smiles | GPR151 ag | MITF primary | TEAD-YAP inh | FBW7 act
1 | O=CNC(Cc1ccccc1)Cc1ccccc1 | -0.1 | 4 | -8 | 0.1
2 | CCCNC(=O)c1cc2oc3ccccc3c2n1C | 0.8 | 7 | -67 | 0.0
3 | COC(=O)CSc1nnc(-c2cccs2)n1CCc1ccccc1 | -0.8 | 7 | 8 | 0.1
4 | CC1=C(C(=O)NCCCN2CCN(c3ccccc3F)CC2)C2(CCCCC2)OC1=O | -0.6 | 11 | 10 | -0.3
5 | CSc1nc2sccn2c(=O)c1C(=O)NCCCO | -0.2 | 19 | 6 | 0.5
6 | O=C(NCc1ccncc1)C(=O)Nc1cccc(Br)c1 | 0.1 | 10 | 0 | -0.1
7 | CCCN(CC(=O)NCc1ccc(F)cc1)S(=O)(=O)c1cccc2cnccc12 | -1.6 | 0 | 3 | -0.2
8 | O=C(/C=C/c1ccc([N+](=O)[O-])cc1)N1CCN(Cc2ccccc2)CC1 | 0.9 | 4 | 0 | -0.1
9 | O=C(c1cc(Br)ccc1Cl)N1CCOCC1 | -0.2 | 4 | 11 | 0.8
10 | O=C(CCc1nnc(Cc2ccc3c(c2)OCO3)o1)N(CCO)Cc1ccccc1 | -0.3 | 8 | 10 | -0.1
11 | CSc1ccc(CC2(CCC(=O)NCc3ccc4ncccc4c3)CCC(=O)N2)cc1 (stereo unspecified) | 3.3 | 9 | 8 | 0.0
12 | CCOC(=O)c1c(C)n(CCOc2ccc(C)cc2C)c2ccc(O)cc12 | 0.8 | 2 | -6 | -0.1
13 | COCC(C)NC(=O)c1cnc2scc(-c3ccc(Cl)s3)n2c1=O (stereo unspecified) | 0.0 | 1 | 5 | -0.2
14 | COc1ccc(C2CC(c3ccc(OC)cc3)n3ncnc3N2)cc1 (stereo unspecified) | -0.4 | -3 | -16 | 0.0
15 | CC(C)Oc1ccc(N2CC(C(=O)OCC(=O)NCc3ccccc3)CC2=O)cc1 (stereo unspecified) | 0.0 | 6 | 2 | 0.0
16 | CCOc1ccc(C2C(C(=O)OC)=CN(CCOC)C=C2C(=O)OC)cc1 | 0.4 | -16 | 4 | 0.0
17 | CCOc1c(I)cc(CNC(CC)CO)cc1OC (stereo unspecified) | 0.8 | 2 | 2 | 0.0
18 | Cc1ccccc1OCCCNCC(C)O (stereo unspecified) | 0.1 | 31 | -5 | -0.2
19 | CC(/C=C1\N=C(c2ccc(Cl)cc2)OC1=O)=C\c1ccc2c(c1)OCO2 | -0.8 | 17 | 5 | 0.2
20 | Cc1cc(C)nc(Nc2ccc(N)cc2)n1 | 1.9 | 15 | -2 | -0.2
21 | O=C(NN1C(=O)CSC1=S)C(c1ccccc1)c1ccccc1 | 0.2 | 15 | 5 | 0.2
22 | O=C(Nc1cccc(C(F)(F)F)c1)Nc1ccc2c(c1)C(=O)OC2 | 0.6 | -4 | 13 | -0.1
23 | Cc1oc2ccc(O)c(CN(C)C)c2c1C(=O)c1ccccc1 | -0.9 | 5 | 0 | 0.3
24 | CCOC(=O)c1c(-c2ccccc2)oc2cc(Br)c(OCC)cc12 | 1.1 | 15 | 2 | 0.0
25 | CSCCC(NC(=O)c1ccc(Cl)cc1Cl)C(=O)NCCNC(C)=O (stereo unspecified) | -1.4 | -6 | -3 | -0.1
26 | CC(C)CCn1c(SCC#N)nc2nccnc2c1=O | -0.3 | 21 | 9 | -0.1
27 | Cn1c(=NC(=O)c2cc3ccccc3oc2=O)sc2cc(Cl)ccc21 | 0.5 | 11 | 4 | 0.4
28 | CCC(=O)N/N=C/c1ccccc1Oc1nc(OC)cc(OC)n1 | 0.1 | 4 | 0 | -0.1
29 | O=C(O)COc1ccccc1/C=N/NC(=O)CNC(=O)Cc1ccccc1 | -1.0 | 15 | 5 | 0.1
30 | COc1ccc(Cl)cc1N1CCN(CCNC(=O)Nc2ccccc2C)CC1 | -1.1 | 18 | 21 | 0.0
31 | Nc1nnc(SCc2coc(-c3ccc(Cl)cc3)n2)s1 | 0.7 | -1 | -49 | 0.0
32 | CCC(=O)c1ccc(OCC(=O)c2ccc(NC(=O)CC(C)C)cc2)cc1 | 2.2 | -9 | -4 | -0.1
33 | O=C(CC1CCCC1)Nc1cccc(N2CCC(N3CCc4[nH]ncc4C3)CC2)c1 | 1.3 | -6 | -4 | 0.5
34 | COc1ccc(NC(=O)c2nn(-c3ccc(OC)cc3OC)c(=O)c3ccccc23)c(OC)c1 | -1.3 | 2 | -4 | 0.0
35 | O=C(NC1CCCC1)c1cc2cc(Br)ccc2oc1=O | -0.5 | 1 | -5 | 0.1
36 | CCC(C)C(=O)Nc1nnc(C2CCCC2)s1 (stereo unspecified) | 0.8 | 9 | -8 | -0.1
37 | Cn1c(CCNC(=O)c2cccs2)nnc1SCc1ccccn1 | 0.9 | -5 | 6 | 0.4
38 | Cc1cc(N2CCN(C)CC2)nc2ccc(NC(=O)CCC(=O)NC(C)C)cc12 | -1.0 | -10 | -9 | 0.1
39 | Cc1ccc(-n2nc3ccc(NC(=O)COc4ccccc4)cc3n2)cc1C | 0.4 | -4 | -32 | 0.5
40 | CCOC(=O)N1CCC(N(CCOC)C(=O)Nc2ccc(OC)cc2OC)CC1 | 0.0 | -4 | 0 | -0.1
41 | COc1cccc(-c2cc3nc(C)cc(NCCCN4CCOCC4)n3n2)c1 | 0.7 | 7 | -14 | -0.2
42 | O=S(=O)(NC(c1ccccc1)c1ccccc1)c1ccccc1 | -0.3 | -1 | -2 | 0.1
43 | COc1ccc(C(=O)COC(=O)c2cc3ccccc3cc2O)c(OC)c1 | 1.2 | 3 | 5 | -0.1
44 | C=CCN1CCN(C(CCCC)c2nnnn2C(C)(C)C)CC1 (stereo unspecified) | 1.5 | 9 | 2 | 0.2
45 | Cc1cccc(Oc2coc3cc(OC(=O)c4ccc(F)cc4)ccc3c2=O)c1 | 0.8 | 7 | -2 | 0.1
46 | C=CCOC(=O)C1C(c2ccc(O)c(OC)c2)c2c([nH][nH]c2=O)CC1(C)O (stereo unspecified) | -2.6 | 7 | -3 | -0.1
47 | CCN(CC)C(=O)C1CCCN(c2cc(Nc3cc(OC)c(OC)c(OC)c3)nc(N)n2)C1 (stereo unspecified) | -2.1 | 9 | -2 | -0.1
48 | COc1ccc(/C(N)=N/OC(=O)CCCN2C(=O)c3ccccc3C2=O)cc1OC | 1.5 | 0 | 10 | 0.1
49 | CCCOc1ccc(/C(O)=C2\C(=O)C(=O)N(c3nc(C)c(C(=O)OC)s3)C2c2ccc(Cl)cc2)c(C)c1 (stereo unspecified) | 1.7 | 5 | -10 | 0.0
50 | O=C1CS/C(=N/c2ccccn2)N1C1CCCCC1 | 0.5 | -1 | 1 | -0.1

Copied from above, nos. 26 to 43
cpd | canonical_smiles | GPR151 ag | MITF primary | TEAD-YAP inh | FBW7 act
26 | CC(C)CCn1c(SCC#N)nc2nccnc2c1=O | -0.3 | 21 | 9 | -0.1
27 | Cn1c(=NC(=O)c2cc3ccccc3oc2=O)sc2cc(Cl)ccc21 | 0.5 | 11 | 4 | 0.4
28 | CCC(=O)N/N=C/c1ccccc1Oc1nc(OC)cc(OC)n1 | 0.1 | 4 | 0 | -0.1
29 | O=C(O)COc1ccccc1/C=N/NC(=O)CNC(=O)Cc1ccccc1 | -1.0 | 15 | 5 | 0.1
30 | COc1ccc(Cl)cc1N1CCN(CCNC(=O)Nc2ccccc2C)CC1 | -1.1 | 18 | 21 | 0.0
31 | Nc1nnc(SCc2coc(-c3ccc(Cl)cc3)n2)s1 | 0.7 | -1 | -49 | 0.0
32 | CCC(=O)c1ccc(OCC(=O)c2ccc(NC(=O)CC(C)C)cc2)cc1 | 2.2 | -9 | -4 | -0.1
33 | O=C(CC1CCCC1)Nc1cccc(N2CCC(N3CCc4[nH]ncc4C3)CC2)c1 | 1.3 | -6 | -4 | 0.5
34 | COc1ccc(NC(=O)c2nn(-c3ccc(OC)cc3OC)c(=O)c3ccccc23)c(OC)c1 | -1.3 | 2 | -4 | 0.0
35 | O=C(NC1CCCC1)c1cc2cc(Br)ccc2oc1=O | -0.5 | 1 | -5 | 0.1
36 | CCC(C)C(=O)Nc1nnc(C2CCCC2)s1 (stereo unspecified) | 0.8 | 9 | -8 | -0.1
37 | Cn1c(CCNC(=O)c2cccs2)nnc1SCc1ccccn1 | 0.9 | -5 | 6 | 0.4
38 | Cc1cc(N2CCN(C)CC2)nc2ccc(NC(=O)CCC(=O)NC(C)C)cc12 | -1.0 | -10 | -9 | 0.1
39 | Cc1ccc(-n2nc3ccc(NC(=O)COc4ccccc4)cc3n2)cc1C | 0.4 | -4 | -32 | 0.5
40 | CCOC(=O)N1CCC(N(CCOC)C(=O)Nc2ccc(OC)cc2OC)CC1 | 0.0 | -4 | 0 | -0.1
41 | COc1cccc(-c2cc3nc(C)cc(NCCCN4CCOCC4)n3n2)c1 | 0.7 | 7 | -14 | -0.2
42 | O=S(=O)(NC(c1ccccc1)c1ccccc1)c1ccccc1 | -0.3 | -1 | -2 | 0.1
43 | COc1ccc(C(=O)COC(=O)c2cc3ccccc3cc2O)c(OC)c1 | 1.2 | 3 | 5 | -0.1

Back to the main list; the 2 compounds before the break are reprinted first.
cpd | canonical_smiles | GPR151 ag | MITF primary | TEAD-YAP inh | FBW7 act
49 | CCCOc1ccc(/C(O)=C2\C(=O)C(=O)N(c3nc(C)c(C(=O)OC)s3)C2c2ccc(Cl)cc2)c(C)c1 (stereo unspecified) | 1.7 | 5 | -10 | 0.0
50 | O=C1CS/C(=N/c2ccccn2)N1C1CCCCC1 | 0.5 | -1 | 1 | -0.1
51 | CCCCCCOc1ccc(NS(=O)(=O)c2ccc([N+](=O)[O-])cc2)cc1 | 0.0 | 7 | 3 | 0.1
52 | C=CCC(Nc1ccccc1)C12C=CC(O1)C(C(=O)OC)=C2C(=O)OC (stereo unspecified) | -0.2 | 6 | 3 | -0.3
53 | c1ccc(CNc2nc(Nc3ccncn3)nc3c2ncn3-c2ccccc2)cc1 | 2.1 | 10 | -28 | 0.1
54 | CCC(Sc1nc2ccccc2c2nc(CCN3CCCCC3)nn12)C(=O)Nc1ccc2c(c1)OCO2 (stereo unspecified) | -0.3 | 7 | 5 | 0.1
55 | O=C(NC1CCCCC1)C(=S)NC1CCCC1 | -0.7 | 10 | -55 | 0.9
56 | CCSc1nnc2c(n1)OC(c1c(F)cccc1Cl)Nc1ccccc1-2 (stereo unspecified) | 1.5 | -7 | -19 | 0.1
57 | Cc1[nH]c(=O)[nH]c1C(=O)CCCCC(=O)OCC(=O)c1ccc(Br)cc1 | 1.4 | 114* | 8 | -1.0
58 | COC(=O)CSc1nnc(CNC(=O)c2cccs2)n1C | 0.0 | 24 | -4 | 0.0
59 | COc1cccc(C(c2ccccn2)N(C)C(=O)C2CCN(C(=O)OCC(C)C)CC2)c1 (stereo unspecified) | -1.4 | -1 | 1 | 0.2
60 | COc1ccc(C(=O)NC(NC(=O)c2ccc(OC)cc2)c2cccc(OC)c2)cc1 | 0.2 | 9 | 8 | 0.1
61 | CCOC(=O)Cc1c(C)nc2c(-c3ccccc3)c(C)[nH]n2c1=O | -2.3 | 19 | -5 | 0.8
62 | O=C(CN1CCCC1)Nc1ccccc1N1CCOCC1 | -0.9 | 34 | 0 | -0.2
63 | COc1cc(C)c(S(=O)(=O)NC(C)c2ccccc2)cc1C (stereo unspecified) | -0.8 | -4 | -1 | -0.1
64 | Cc1ccc2c(c1)OC(=O)CC2c1ccccc1 (stereo unspecified) | -0.9 | -1 | -4 | 0.1
65 | CNC(=O)c1ccc(-c2ccco2)nc1N1CCOCC1 | 0.0 | 10 | -4 | 0.2
66 | COc1cccc(CNC(=O)Nc2ccc(-c3cn[nH]c3)cc2OC2CCNC2)c1 (stereo unspecified) | -0.3 | 32 | -8 | -0.7
67 | O=C(NNC(=O)c1cc2ccccc2oc1=O)c1cccc(I)c1 | -1.7 | 7 | -1 | 0.1
68 | Cn1cnc(S(=O)(=O)Nc2ccc(Cl)cc2)c1 | -1.4 | 12 | 0 | 0.4
69 | O=C1CCC(c2ccccc2)c2ccc(O)cc21 (stereo unspecified) | 4.5 | 2 | -10 | 0.7
70 | O=C(Nc1c2c(nn1-c1ccc(Cl)cc1)CSC2)c1ccc(N2C(=O)CCC2=O)cc1 | 1.2 | -12 | -7 | 0.0
71 | O=C1NC(=S)N/C1=C/C=C/c1ccccc1[N+](=O)[O-] | 1.8 | 4 | -29 | -0.1
72 | O=C(O)C(=O)/C(N=Nc1ccccc1)=C(/O)c1ccc(Br)cc1 | 0.8 | 8 | -9 | -0.1
73 | CCc1ccc(NC(=O)Cn2c(=O)oc3cc(S(=O)(=O)N4CCCCC4)ccc32)cc1 | 1.7 | 15 | 10 | -0.1
74 | COc1ccc(-n2nc3c(c2NC(=O)c2ccc(C)c(C)c2)CS(=O)(=O)C3)cc1 | 1.4 | 6 | 0 | -0.1
75 | COC(=O)c1cccc(NC(=O)COc2ccc(Cl)cc2)c1 | -2.6 | 14 | 4 | 0.2
76 | Nc1ccc2oc(-c3ccccc3)nc2c1 | -4.3 | 1 | -35 | -0.1
77 | Clc1ncnc2c1nc1n2CCCCC1 | -0.6 | -1 | -5 | -0.2
78 | CC1CCCCC1NC(=O)COC(=O)[C@H](C)Nc1ccc(C(F)(F)F)cc1[N+](=O)[O-] (stereo partly specified) | 0.8 | 12 | 16 | 0.1
79 | CC(=O)N(c1ccc(C)c(C)c1)c1nc(CN2C(=O)c3ccccc3S2(=O)=O)cs1 | 1.4 | 0 | -2 | -0.3
80 | Cc1ccc(N(C(C)C(=O)N2CCCCC2)S(C)(=O)=O)cc1 (stereo unspecified) | -0.4 | -1 | -1 | -0.1
81 | O=C(Cn1cnc2scc(-c3ccccc3)c2c1=O)Nc1ccc(Cl)cc1 | -1.0 | 2 | 10 | 0.1
82 | O=C(COC(=O)c1ccc(O)cc1)NCc1ccco1 | -2.3 | 32 | 5 | -0.1
83 | CC(/C=C/c1ccccc1F)=N/NC(=O)c1ccccc1O | -0.5 | -9 | -42 | 0.1

Source: PubChem (The Scripps Research Institute Molecular Screening Center)
